Wee1 degr inh – human Wee1 degradation inhibition, primary screen; 220,000 tested, 1.2% active; reporter increase, % at 5 µM; P30291; HeLa Luc-Wee1K328M stability, luciferase luminescence; 100% = proteasome inhibitor MG132 effect;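 active = activation above the mean of all tested compounds plus 3 SD, set per screening run, cut at about 8.8% in these data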;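 also: cells exposed to compound for 20 h before luminescence read; 0% = DMSO alone and 100% = MG132 at 30 µM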
Target sequence (P30291 whole entry K328M): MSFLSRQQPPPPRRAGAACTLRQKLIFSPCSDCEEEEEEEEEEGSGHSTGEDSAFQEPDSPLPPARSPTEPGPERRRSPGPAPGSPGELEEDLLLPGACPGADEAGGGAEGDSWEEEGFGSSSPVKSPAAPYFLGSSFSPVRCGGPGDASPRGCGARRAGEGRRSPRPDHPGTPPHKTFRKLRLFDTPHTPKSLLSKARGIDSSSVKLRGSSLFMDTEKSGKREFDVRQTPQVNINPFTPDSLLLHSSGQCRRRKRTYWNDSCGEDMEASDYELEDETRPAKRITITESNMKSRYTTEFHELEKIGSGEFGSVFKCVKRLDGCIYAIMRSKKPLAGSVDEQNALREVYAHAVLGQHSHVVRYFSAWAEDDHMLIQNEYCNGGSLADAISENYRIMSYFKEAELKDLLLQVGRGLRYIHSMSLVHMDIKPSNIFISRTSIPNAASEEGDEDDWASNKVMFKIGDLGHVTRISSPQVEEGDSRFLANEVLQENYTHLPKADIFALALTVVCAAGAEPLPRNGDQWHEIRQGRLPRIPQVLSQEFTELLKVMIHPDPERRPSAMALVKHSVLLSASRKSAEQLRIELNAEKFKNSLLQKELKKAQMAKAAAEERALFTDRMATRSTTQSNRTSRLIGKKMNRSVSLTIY
PPC-1+TRAIL kill – PPC-1 cancer cell killing with TRAIL present. PPC-1 cells + TRAIL, ATPLite viability luminescence. cell killing (% activity), % at 4 µM. 220,000 tested, 0.41% active. AID 1443;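 active = cell killing above 50% in the first pass at 4 µM, then a duplicate retest at 5 µM averaging 50% or more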;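 also: plate controls were cells with TRAIL plus DMSO for no effect and medium-only wells lacking cells for full effect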
CHOP inhibitor – blocks CHOP induction under ER stress; inhibition, % at 10 µM; AID 2732; 220,000 tested, 3.8% active; CHO-K1 CHOP-promoter luciferase, tunicamycin-induced, 15-18 h;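 active = compounds that reduced the stress-induced luciferase reporter signal by more than about 70% of percent inhibition, limit read from the data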;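 also: 0% = tunicamycin plus vehicle and 100% = wells without tunicamycin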
Ba/F3 V617F tox – loss of viability in JAK2V617F-driven Ba/F3 cells; 220,000 tested, 1.1% active; inhibition, % at 5.6 µM; Ba/F3 EpoR-JAK2V617F viability, ATP luminescence;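 active = inhibition above the campaign mean plus 3 SD over all tested compounds, cut at about 24% in these data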;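 also: cytokine-independent growth of Ba/F3 cells driven by EpoR plus mutant JAK2; 0% = DMSO-treated cells and 100% = JAK inhibitor I control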
BaF3 tox – reduces parental Ba/F3 cell viability, JAK2V617F counter-screen; CellTiter-Glo ATP luminescence; inhibition, % at 5.6 µM; 220,000 tested, 1.1% active; AID 1486;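 active = inhibition above a per-campaign cutoff, the mean inhibition of all tested compounds plus 3 SD, cut at about 27% in these data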;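 also: 0% = DMSO wells and 100% = JAK Inhibitor I control wells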
TNF death inh – TNF-alpha cell death inhibition in Jurkat FADD-/- cells; Jurkat FADD-/- TNF necroptosis rescue, ATP luminescence, 24 h; 0 = TNF only, 100 = no-TNF cells; activation (protection from cell death), % at 10 µM; 220,000 tested, 0.068% active;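 active = activation, meaning protection from cell death, of at least 50% relative to plate controls; inactive = activation below 50%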;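 also: necroptosis triggered by 40 ng/mL TNF-alpha added together with compound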
RBBP9 inh – inhibitors of human serine hydrolase RBBP9; O75884; inhibition, % at 7.94 µM; 220,000 tested, 0.2% active; recombinant RBBP9, FP-Rh probe fluorescence polarization;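 active = inhibition above the campaign mean of all tested compounds plus 3 SD, cut at about 14% in these data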;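 also: plate controls were DMSO wells with RBBP9 for no effect and wells lacking RBBP9 protein for full effect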
Target sequence (O75884 whole entry, looked up): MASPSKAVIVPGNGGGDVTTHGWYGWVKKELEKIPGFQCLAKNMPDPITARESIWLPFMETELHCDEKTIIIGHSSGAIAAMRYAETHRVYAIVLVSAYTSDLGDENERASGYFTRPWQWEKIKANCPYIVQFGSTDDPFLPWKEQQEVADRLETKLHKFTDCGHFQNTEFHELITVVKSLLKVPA
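system = RBBP9 protein | input = RBBP9 at 2.5 µM in dispensed solution, before mixing | measured by = fluorescence polarization (mP), excitation 525 nm, emission 598 nm | incubation = enzyme-compound preincubation 30 min, then probe labeling 45 min, 25 °C | buffer or medium = Tris-NaCl-Pluronic buffer, pH 8.0 | compound = single dose 7.94 µM | also added = FP-Rh probe, 375 nM dispensing solution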
zfTRPN1 agonist – agonists of zebrafish TRPN1 channel. HEK293 zebrafish TRPN1-YFP, Fluo-8 calcium fluorescence; 100% = response to 87 µM carbachol. activation, % at 3 µM. 220,000 tested, 0.18% active. AID 1424;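 active = activation above its plate's cutoff, the mean activation of test wells on that plate plus 3 SD, cut at about 19% in these data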;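 also: 0% = DMSO alone and 100% = 87 µM carbachol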
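Control set: carbachol 87 µM as high control, DMSO as low control; system: HEK293 stable line with zebrafish TRPN1-YFP; read-out: % activation versus carbachol response; detection: intracellular calcium fluorescence with Fluo-8; doses: single test compound dose, 3 µM nominal, 0.3% DMSO; schedule: dye 1 h 37 °C plus 30 min RT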
TRPML3 agonist – activates the human TRPML3 channel | 220,000 tested, 0.29% active | activation, % at 3 µM | Q8TDD5 | HEK293 TRPML3-YFP, Fluo-8 calcium fluorescence; 100% = the carbachol control signal;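 active = activation above its plate's cutoff, the mean activation of the plate's test wells plus 3 SD, cut at about 12% in these data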;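 also: 0% = DMSO only wells and 100% = carbachol wells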
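Test system: TRPML3-YFP stable HEK293 cells. Doses: single point at 3 µM. Incubation: dye loading 1 h 37 °C then 30 min ambient, 125 s read. Signal: Fluo-8 calcium dye fluorescence, ex 470-495, em 515-575 nm. Measure: percent activation from peak-to-basal fluorescence ratio, scaled between DMSO and carbachol.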
Starred values were filed as active, the others as inactive; [ ] = another dose, or the depositor's remark.

SMILES	Wee1 degr inh	PPC-1+TRAIL kill	CHOP inhibitor	Ba/F3 V617F tox	BaF3 tox	TNF death inh	RBBP9 inh	zfTRPN1 agonist	TRPML3 agonist
O=C(COC(=O)c1n[nH]c(=O)c2ccccc12)c1ccc(Br)cc1	-2	12	104*	-3	-3	0.3	-2	-1.1	0.0
O=C(CSCc1ccccc1)N1CCc2ccccc21	8	1	12	-3	3	5.5	-4	-1.6	-0.1
COc1ccc(CCNC(=O)C2CCN(S(C)(=O)=O)CC2)cc1	0	8	-37	1	2	1.3	-6	0.7	0.6
COCCNC(=S)N/N=C/c1ccccc1C(=O)O	0	3	25	-1	7	-0.1	-6	0.3	1.2
Cc1ccc(N2C(=O)c3n[nH]c(C)c3C2c2ccco2)cc1 (configuration not stated)	3	13	-15	-5	-1	-1.2	-4	-0.1	0.5
Cc1nn(C)cc1CNCc1c(C(=O)N2CCCCC2)nc2c(C)cccn12	-2	10	14	1	4	-0.7	-3	0.5	0.6
COc1ccc(CNC(=O)CCn2c(=O)oc3ccccc32)c(OC)c1	-2	14	6	-2	-2	1.3	-2	-0.3	0.2
O=C(CCCc1cccs1)Nc1nc(-c2ccc(F)cc2)cs1	-3	-21	31	3	5	4.4	-10	-0.7	-0.3
Cn1c(=O)oc2cc(S(=O)(=O)N3CCC(C(=O)N4CCc5ccccc5C4)CC3)ccc21	-1	-8	15	-1	6	0.4	-4	-0.3	0.1
Cc1ccc(NC(=O)CN2C(=O)S/C(=C\c3cc(C)n(-c4cccc(C(=O)O)c4)c3C)C2=O)cc1	1	6	-10	-2	3	4.3	-5	-1.0	0.4
CCCCCCNc1c(C(=O)OCC)c(=O)[nH]c2ccccc12	-3	0	34	-6	0	-1.9	1	-1.4	-1.0
COc1ccc(NC(=O)COC(=O)[C@@H]2CCCN2S(=O)(=O)c2ccccc2F)c(OC)c1	5	-4	-1	4	9	-2.3	-4	-1.4	0.2
CCn1c(SCC(=O)Nc2cc(C)on2)nc2sc3c(c2c1=O)CCCC3	2	17	107*	-3	6	-2.2	2	-1.6	-0.4
CCOC(=O)c1nnc(-c2ccc(C)cc2)nc1N1CCSCC1	1	36	41	7	6	-1.2	-12	-2.3	-1.9
Cc1ccc(C(=O)n2c(=S)nc3ccccn32)cc1	6	91*[5 µM]	69	0	-2	-7.3	-1	0.4	0.8
COC(=O)c1cc(Br)c(=O)n(CCc2ccc(F)cc2)c1	3	-9	4	2	9	-0.8	2	0.1	0.5
Nc1nc(SCC(=O)C23CC4CC(CC(C4)C2)C3)n[nH]1	-2	-7	18	-2	2	-3.3	-7	-0.2	0.8
Nc1nc(Nc2cccc(C(F)(F)F)c2)nc(C(F)(F)F)n1	-3	8	-5	1	5	-3.0	-6	-2.2	-0.8
COc1ccc(S(=O)(=O)NCCC(=O)NCc2cccs2)cc1	-2	-14	20	-2	2	8.8	-6	-0.1	-0.5
O=C(COc1ncnc2ccccc12)Nc1ccc(Cl)c(S(=O)(=O)N2CCOCC2)c1	5	-4	2	2	2	-0.1	-3	0.4	0.4
Cc1nn(-c2ccccc2)c(Cl)c1/C=N/NC(=O)CCNc1n[nH]c(=O)[nH]c1=O	5	23	3	-2	-5	0.1	-7	0.9	0.7
O=S(=O)(c1ccccc1)N(CC(O)COc1ccccc1)c1ccccc1 (configuration not stated)	-1	-9	19	-1	1	1.8	-4	-1.7	-0.4
O=C(Nc1ccc(OC(F)F)c(Cl)c1)c1cccc(OC(F)F)c1	3	-4	56	-3	6	3.0	-11	-0.3	0.6
COC(=O)c1sc2ccccc2c1NC(=O)c1ccc(S(=O)(=O)N2CC(C)CC(C)C2)cc1 (configuration not stated)	1	-5	10	-2	1	0.5	-3	0.5	0.1
Cn1nc(C(=O)Nc2c(-c3ccccc3)nc3sccn23)c2ccccc2c1=O	-1	9	20	1	5	-1.7	-10	0.1	0.7

One compound at a time, as listed above. Values in the order: Wee1 degr inh, PPC-1+TRAIL kill, CHOP inhibitor, Ba/F3 V617F tox, BaF3 tox, TNF death inh, RBBP9 inh, zfTRPN1 agonist, TRPML3 agonist
Record of Cc1nn(C)cc1CNCc1c(C(=O)N2CCCCC2)nc2c(C)cccn12 = -2, 10, 14, 1, 4, -0.7, -3, 0.5, 0.6
Record of COc1ccc(CCNC(=O)C2CCN(S(C)(=O)=O)CC2)cc1 = 0, 8, -37, 1, 2, 1.3, -6, 0.7, 0.6

The listing picks up, repeating the seven entries before the break.
SMILES	Wee1 degr inh	PPC-1+TRAIL kill	CHOP inhibitor	Ba/F3 V617F tox	BaF3 tox	TNF death inh	RBBP9 inh	zfTRPN1 agonist	TRPML3 agonist
COc1ccc(S(=O)(=O)NCCC(=O)NCc2cccs2)cc1	-2	-14	20	-2	2	8.8	-6	-0.1	-0.5
O=C(COc1ncnc2ccccc12)Nc1ccc(Cl)c(S(=O)(=O)N2CCOCC2)c1	5	-4	2	2	2	-0.1	-3	0.4	0.4
Cc1nn(-c2ccccc2)c(Cl)c1/C=N/NC(=O)CCNc1n[nH]c(=O)[nH]c1=O	5	23	3	-2	-5	0.1	-7	0.9	0.7
O=S(=O)(c1ccccc1)N(CC(O)COc1ccccc1)c1ccccc1 (configuration not stated)	-1	-9	19	-1	1	1.8	-4	-1.7	-0.4
O=C(Nc1ccc(OC(F)F)c(Cl)c1)c1cccc(OC(F)F)c1	3	-4	56	-3	6	3.0	-11	-0.3	0.6
COC(=O)c1sc2ccccc2c1NC(=O)c1ccc(S(=O)(=O)N2CC(C)CC(C)C2)cc1 (configuration not stated)	1	-5	10	-2	1	0.5	-3	0.5	0.1
Cn1nc(C(=O)Nc2c(-c3ccccc3)nc3sccn23)c2ccccc2c1=O	-1	9	20	1	5	-1.7	-10	0.1	0.7
CCC1(C(=O)OC)NC(c2ccco2)C2C(=O)N(c3ccccc3)C(=O)C21 (configuration not stated)	0	-10	2	-5	1	-4.6	-1	1.3	0.2
Cc1ccc2[nH]c(=O)c(CN(Cc3ccccc3Cl)C(=O)N3CCOCC3)cc2c1	-1	9	26	0	4	-6.0	-5	1.3	0.7
CCOCCCNCC(O)c1ccccc1 (configuration not stated)	-1	18	3	-1	3	0.8	-5	0.0	0.0
CCN1/C(=C/c2ccc3cc(C)ccc3[n+]2CC)Sc2cc(C)ccc21	1	48	82*	99*	85*	-19	-18	33*	13*
O=C(CN1CCOCC1)N/N=C/c1ccco1	-3	7	0	2	5	0.6	-8	0.0	0.6
CCc1ccccc1NC(=S)NCc1ccc2c(c1)OCO2	-3	15	0	-2	-1	-8.9	-4	-1.7	-1.0
N#Cc1c(N2CCCC(O)C2)nc(N)c2c(N)nc3c(c12)CC(=O)N3C12CC3CC(CC(C3)C1)C2 (configuration not stated)	1	5	-101	-3	3	-15	1	1.4	-0.1
COC(=O)c1cnn(-c2ccccc2)c1/C=N/NC(=S)Nc1ccc(Cl)cc1	2	25	41	-5	0	0.9	-6	2.0	0.4
Cc1c(C(=O)NCCc2ccccc2)oc2ccc(S(=O)(=O)N3CCOCC3)cc12	4	28	21	0	5	-5.7	0	3.2	1.5
COc1ccc(-c2cnc3nc[nH]c(=O)c3n2)cc1	6	5	7	3	4	-1.2	-7	-0.3	0.5
Cc1ccc(-c2nnc(OCC3CCCO3)c3ccccc23)cc1 (configuration not stated)	-2	11	15	6	3	0.3	-4	-1.1	-0.5
N#CC(c1ccc(=O)[nH]n1)c1ccc(Cl)cc1Cl (configuration not stated)	0	41	10	0	7	-0.3	-1	-1.4	0.0
Cc1cc2n(n1)C(c1ccc(N(C)C)cc1)Nc1ccccc1-2 (configuration not stated)	1	9	18	5	10	-0.4	6	0.0	-1.1
Cc1ccc(C(=O)NNC(=O)c2cccc(C)c2)cc1	1	4	-1	-2	9	-0.3	-3	1.5	0.9
O=C(COC(=O)c1ccc(S(=O)(=O)N2CCCC2)cc1)NCc1ccc(Cl)cc1	0	4	23	2	9	0.3	-1	1.3	0.8
COCCOC(=O)C(CC(=O)O)NCc1ccco1 (configuration not stated)	2	1	6	-5	-5	1.1	4	-1.6	-0.6
CC(/C=N/N1CCN(c2ccccn2)CC1)=C\c1ccccc1	-2	-10	44	-2	0	0.4	0	0.3	0.5
CCOC(=O)c1cc(C(C)C)sc1NC(=O)COC(=O)CCS(=O)(=O)c1ccccc1	-4	-7	24	6	5	-1.1	0	-1.3	1.6
Cc1oc(-c2ccc(Cl)cc2)cc1C(=O)/C(C#N)=C/Nc1cccc(OC(F)(F)F)c1	-1	22	-7	-5	-1	-0.5	-7	-0.3	-0.2
CN(C)/C=N/c1cc(=O)[nH]c(=O)n1Cc1ccccc1	1	14	-2	-1	3	2.4	-5	-0.5	0.3
O=C(CSc1ccc(-c2ccccn2)nn1)NC1CCCC1	2	-30	0	7	7	-0.1	-5	0.0	0.2
O=C(CCC(=O)N1CCOCC1)Nc1nnc(C2CCCCC2)s1	-1	16	20	-3	2	1.4	-2	-2.4	0.6
Cc1nc(N2CCOCC2)c2c(C)c(C(=O)Nc3ccccc3C(F)(F)F)sc2n1	0	2	17	1	1	1.7	-10	-1.8	-0.8
COc1ccccc1-c1nnc(SCc2nc3ccccc3[nH]2)n1C	0	9	-18	4	6	0.9	-8	0.1	0.6
COC(=O)c1ccc(Nc2c([N+](=O)[O-])c(=O)oc3ccccc23)cc1	0	14	15	-1	1	0.5	-4	8.1	6.0
Cc1ccccc1N1CCN(C(=O)CN2C(=O)c3ccccc3C2=O)CC1	4	2	-1	1	7	-0.9	-1	1.0	1.2
O=C(CSc1cc(Cl)ccc1Cl)NCC(=O)Nc1ccc(F)c(F)c1F	2	24	72*	1	4	4.5	-10	-0.2	-0.3

Reformatted: results already given
smiles | Wee1 degr inh | PPC-1+TRAIL kill | CHOP inhibitor | Ba/F3 V617F tox | BaF3 tox | TNF death inh | RBBP9 inh | zfTRPN1 agonist | TRPML3 agonist
O=C(CSc1ccc(-c2ccccn2)nn1)NC1CCCC1 | 2 | -30 | 0 | 7 | 7 | -0.1 | -5 | 0.0 | 0.2
Cc1c(C(=O)NCCc2ccccc2)oc2ccc(S(=O)(=O)N3CCOCC3)cc12 | 4 | 28 | 21 | 0 | 5 | -5.7 | 0 | 3.2 | 1.5
